# BRCA1 expr act: activators of BRCA1 expression | MCF7-BRCA1-FFLuc reporter, luminescence, 48 h; response scale: scaled: vehicle 0%, 10 µM genistein 100% | Potency, µM (highest dose often 46.1 µM), for inactives: at the highest dose activation, usual class: activators | 1.1% of 380,000 active; note: nearly all actives have a fitted effect of over 80% in size; some results filed as inactive show a strong effect at the top dose
#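 48 h compound treatment of MCF7-BRCA1-FFLuc cells (phenol-red free MEM, 37 °C), then 15 min with luciferase substrate and luminescence imaging.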
# uPA surface inh: blocks generation of uPA at the cell surface | cell surface uPA generation assay, qHTS | Potency, µM (titrated, usually from 38.3 µM), for inactives: at the top dose activity change, negative = inhibition, actives largely listed as inhibitors | 0.31% of 330,000 active | AID 540303; active = well fitted inhibition curve with a large enough effect; inconclusive = small, poorly fitted or top-dose-only effect; inactive = no such curve, though single readings can be large or run the other way; tested in mouse RAW 264.7 cells; note: % is set by controls: 0 for no effect and ±100 for the full control effect; nearly all actives have a fitted effect of over 55% in size
# NPC1 promoter act: activates the NPC1 promoter. Huh7 NPC1 promoter luciferase reporter, 24 h. Potency, µM (top dose mostly 9.22 µM), for the others: at the top dose activation, hits mostly activators. 2.4% of 320,000 active;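 note: % of control where 0% means no effect; nearly all actives have a fitted effect of over 60% in size; reporter is driven by a mutant NPC1 promoter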
#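 Stable NPC1-promoter luciferase Huh7 line; cpd (DMSO) 24 h, 37 °C, 5% CO2; Amplite luciferase reagent 10 min RT; luminescence readout. qHTS format.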
# p53 reactivation: restores transcriptional activity of mutant p53; H1299 p53-A138V BP100-luciferase reporter, luminescence, 24 h; Potency, µM (series often up to 92.2 µM), for the others: at the highest dose activity change, positive = activation, usual class: activators; 0.063% of 320,000 active; AID 504706; note: % of control where 0% means no effect; nearly all actives have a fitted effect of over 45% in size
#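 p53-null H1299 cells stably carrying temperature-sensitive p53-A138V and a BP100-luciferase reporter were pinned with compounds (4-point, 1:5 series) and held 24 hrs at 37 deg C. Luminescence was read 10 min after detection reagent.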
# MBNL1-CUG inh: inhibitors of human MBNL1 binding to CUG repeat RNA | Q9NR56 | TR-FRET MBNL1-His/biotin-(CUG)12 binding, 665/545 ratio | Potency, µM (series often up to 57.5 µM), without a hit: at the highest dose activity change, negative = inhibition, usual class: inhibitors | 0.036% of 280,000 active | AID 2675; active = well fitted inhibition curve with a large enough effect in the signal ratio, with a control signal flat, not every such curve was filed as active; inconclusive = small, poorly fitted or top-dose-only effect, or effect the other way, or a change in a side signal; inactive = no such curve, though single readings can be large or run the other way; the % refers to the signal ratio; note: % is set by controls: 0 for no effect and ±100 for the full control effect
# Target sequence (Q9NR56 whole entry, looked up): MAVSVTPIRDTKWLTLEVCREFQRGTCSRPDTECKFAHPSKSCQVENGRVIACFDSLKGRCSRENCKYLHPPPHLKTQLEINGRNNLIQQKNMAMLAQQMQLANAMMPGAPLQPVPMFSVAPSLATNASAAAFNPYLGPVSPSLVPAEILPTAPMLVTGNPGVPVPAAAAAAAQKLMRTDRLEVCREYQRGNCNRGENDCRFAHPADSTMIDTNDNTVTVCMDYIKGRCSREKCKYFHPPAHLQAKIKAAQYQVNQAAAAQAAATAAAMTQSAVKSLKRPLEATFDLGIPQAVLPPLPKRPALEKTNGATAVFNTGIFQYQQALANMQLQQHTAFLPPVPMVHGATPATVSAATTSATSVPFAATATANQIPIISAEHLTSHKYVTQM
#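 MBNL1-His + Biotin-(CUG)12, cpd titration 92 nM–58 uM; Tb anti-His Ab 0.055 ng/ul, SA-XL665 5 nM (final); 60 min RT; ratiometric 665/545 nm, Ex 340 nm; normalized to buffer and full-complex controls.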
# ELG1 genotox: genotoxicity induction in ELG1-luciferase HEK293T cells | HEK293T ELG1-luciferase reporter, luminescence, 16 h | 1.3% of 330,000 active | Potency, µM (doses to about 46 µM), for inactives: at the highest dose activity change, positive = activation, hits mostly activators; note: % of control where 0% means no effect; nearly all actives have a fitted effect of over 60% in size
#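 HEK293T cells expressing luciferase-tagged ELG1 were treated with compound or DMSO for 16 hr at 37°C. Luciferase activity was then read after 30 min with ONE-Glo at room temperature; rising signal flags genetic stress.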
# RORg inh: inhibitors of mouse ROR gamma transcriptional activity. P51450. Drosophila S2 Gal4-RORgamma UAS-luciferase reporter, 20 h. AID 2551. Potency, µM (doses to about 53.6 µM), for the others: at the highest dose activity change, negative = inhibition, actives largely listed as inhibitors. 5.4% of 310,000 active; note: % is set by controls: 0 for no effect and ±100 for the full control effect; nearly all actives have a fitted effect of over 60% in size
#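 Drosophila Schneider cells stably carrying a metallothionein-driven Gal4 DBD–ROR gamma fusion and a UAS-Photinus luciferase reporter were exposed to compound for 1 hr, then induced with copper sulfate (700 uM final) for 20 hr at ambient temperature before luminescence reading.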
# Rab9 prom act: activators of Rab9 promoter | Huh7 Rab9 promoter-luciferase reporter, luminescence, 24 h | Potency, µM (highest dose often 9.22 µM), for the others: top-dose activation, negative = inhibition, most hits filed as activators | 2.8% of 320,000 active | AID 485297; note: % of control where 0% means no effect; nearly all actives have a fitted effect of over 60% in size
#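 Quantitative HTS format; Huh7 Rab9-luciferase reporter cells (1500/well) receive compound 2 h post-plating, incubate 24 h at 37 °C, then get luciferase reagent for 10 min before luminescence reading.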
# FLuc modulator: counter-screen for miR-21 project: firefly luciferase inhibitors or activators; P08659; 6.9% of 360,000 active; Potency, µM (series often up to 57.5 µM), for the others: at the top dose activity change, negative = inhibition, actives largely listed as inhibitors; purified FLuc, Km substrates, luminescence inhibition;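 note: plate controls were vehicle for no effect and reference inhibitor for full effect; nearly all actives have a fitted effect of over 55% in size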
# Target sequence (P08659 whole entry, looked up): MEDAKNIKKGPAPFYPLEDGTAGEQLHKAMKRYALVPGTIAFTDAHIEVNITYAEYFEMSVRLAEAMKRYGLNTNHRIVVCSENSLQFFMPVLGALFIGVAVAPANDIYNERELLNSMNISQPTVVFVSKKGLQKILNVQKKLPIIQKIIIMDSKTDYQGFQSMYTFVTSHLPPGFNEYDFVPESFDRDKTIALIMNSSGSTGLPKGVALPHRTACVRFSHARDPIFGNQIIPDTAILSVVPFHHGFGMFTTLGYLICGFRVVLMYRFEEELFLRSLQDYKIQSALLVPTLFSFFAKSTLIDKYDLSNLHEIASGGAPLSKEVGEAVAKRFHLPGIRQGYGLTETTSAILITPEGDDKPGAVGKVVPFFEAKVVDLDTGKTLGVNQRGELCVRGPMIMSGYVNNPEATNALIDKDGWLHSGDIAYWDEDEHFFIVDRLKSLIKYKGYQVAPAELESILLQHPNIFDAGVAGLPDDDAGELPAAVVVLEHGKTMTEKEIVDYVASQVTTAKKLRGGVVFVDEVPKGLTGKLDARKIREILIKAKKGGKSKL
#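 Purified P. pyralis luciferase (10nM final) with 10uM D-luciferin and 10uM ATP (Km levels) in 50mM Tris acetate pH 7.5, 10mM Mg acetate, 0.01% Tween-20, 0.05% BSA; qHTS 6-point titration, ~60 µM downward; luminescence read.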
# Gal4-VP16 FLuc: counter-screen for ROR gamma inhibitors: Gal4-VP16 reporter; Drosophila S2 Gal4-VP16 UAS-luciferase, luminescence, 20 h; Potency, µM (series often up to 53.6 µM), for the others: at the highest dose activity, negative = inhibition, most hits filed as inhibitors; 3.5% of 310,000 active; AID 2546;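 note: Gal4-VP16 expression switched on by copper sulfate through the metallothionein promoter; % is set by controls: 0 for no effect and ±100 for the full control effect; nearly all actives have a fitted effect of over 50% in size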
# The depositor's hits bear a star; ? = inconclusive; . = not tested or not shown; [ ] = dose if it differs, or a comment. Unless noted, calls come from the whole dose curve; as a rule, active = well fitted curve in the direction sought with a large enough effect; inconclusive = small, poorly fitted or top-dose-only effect, or another doubt; inactive = no such curve, though single readings can be large; an effect the other way counts as inactive or inconclusive. Potency is the fitted concentration of half-maximal effect.
Structure,BRCA1 expr act,uPA surface inh,NPC1 promoter act,p53 reactivation,MBNL1-CUG inh,ELG1 genotox,RORg inh,Rab9 prom act,FLuc modulator,Gal4-VP16 FLuc
Cc1ccc(-c2csc(NC(=S)NC(=O)c3ccco3)n2)cc1,18.4%,-2.1%,-0.9%,7.5%,-0.5%,3.3%,5.62µM*,1.0%,?,?
O=C(NCCCN1CCN(c2ccccc2F)CC1)Nc1ccc(F)cc1,5.8%,3.2%,1.8%,-12.0%,1.9%,0.8%,-12.5%,-5.8%,5.7%,9.9%
COc1n[nH]c(C(=O)Nc2nc3ccccc3s2)c1[N+](=O)[O-],?,-5.0%,?,-3.0%,?,16.4µM*,?,?,15.1µM*,6.6%
CCC(=O)Nc1ccc(NC(=O)c2cc3ccccc3o2)cc1,4.2%,-1.0%,?,8.9%,-6.2%,9.4%,?,?,?,-11.9%
O=C(CNC(=O)c1ccc(Br)o1)NC1CCCCCC1,51.3%,12.1%,14.1%,19.5%,.,6.5%,.,21.1%,-13.3%,.
O=C(Cc1ccc(S(=O)(=O)N2CCOCC2)s1)NCCOc1ccccc1F,30.7%,-2.4%,-0.3%,8.3%,.,0.0%,.,-1.4%,4.1%,.
COc1cc2c(cc1OC)C(COc1ccc([N+](=O)[O-])cc1)N(C(C)=O)CC2 (stereo not drawn),-19.4%,-17.5%,-14.8%,-5.5%,?,-3.4%,20.3%,-18.8%,-2.0%,-7.2%
O=C(CSc1nnc(CNC(=O)c2ccccc2F)o1)NC1CCCCC1,-5.0%,-0.6%,-3.4%,-2.3%,-3.0%,-3.1%,-10.5%,-0.8%,1.1%,2.7%
CC1(C)CC2(CCO1)OC(=O)CC2C(=O)Nc1ccccc1Cl (stereo not drawn),91.4%,?,-2.9%,5.6%,-1.2%,2.9%,-0.2%,-28.0%,-0.5%,2.7%
N#Cc1ccc(S(=O)(=O)N2CCCN(c3nc4ccc(Cl)cc4s3)CC2)cc1,-35.3%,2.6%,1.4%,-2.7%,-1.6%,-7.4%,?,0.4%,-1.6%,-5.1%
Cc1c(NC(=O)Nc2ccccc2)c(=O)n(-c2ccccc2)n1C,16.6%,-1.6%,0.7%,-3.4%,5.0%,-0.1%,0.1%,1.0%,-0.8%,4.0%
Cc1ccc(-n2ncc3c(=O)[nH]c(SCC(=O)N4CC(=O)Nc5ccccc54)nc32)cc1,-3.8%,-4.0%,.,-13.8%,.,-1.1%,.,.,.,.

Structure,BRCA1 expr act,uPA surface inh,NPC1 promoter act,p53 reactivation,MBNL1-CUG inh,ELG1 genotox,RORg inh,Rab9 prom act,FLuc modulator,Gal4-VP16 FLuc
CCOC(=O)c1cc(C#N)c(N2CCCNCC2)nc1C(F)(F)F,-2.9%,6.2%,-6.3%,-2.0%,-6.1%,-1.5%,-7.6%,-1.8%,0.1%,12.8%
Cc1ccc(S(=O)(=O)N2Cc3ccccc3CC2C(=O)NC(C)(C)C)cc1 (stereo not drawn),-12.3%,-0.7%,-2.7%,.,37.4%[activator],-1.2%,-20.5%,-1.1%,2.3%,1.4%
COc1cc(-c2nc(S(=O)(=O)c3ccccc3)c(N3CCOCC3)o2)cc(OC)c1OC,-29.8%,.,-0.6%,-14.4%,-2.3%,11.1%,2.3%,-6.6%,-1.6%,-1.4%
CCCCN(CC(=O)Nc1cccc(S(=O)(=O)N2CCCC2)c1)Cc1nc2ccccc2c(=O)[nH]1,-29.1%,33.3%[activator],-6.0%,-2.7%,.,-8.9%,.,-5.1%,-1.7%,.
Cc1cccc(NC(=O)c2nc[nH]c2C(=O)N(C)Cc2ccccc2)c1,27.8%,8.2%,7.3%,6.7%,.,2.8%,.,1.0%,?,.
COc1ccc(-c2cc(C(=O)O)c(C)o2)cc1OC,?,-2.2%,?,-39.4%[inhibitor],3.1%,?,?,0.316µM*,1.69µM*,0.891µM*
Cc1nn(-c2ccccc2)c(Cl)c1/C=C/C(=O)c1ccccc1,27.4%,-6.1%,-1.1%,?,4.3%,18.4µM*,-36.4%,-0.3%,3.79µM*,1.4%
CN(Cc1nc(-c2cnccn2)no1)CC(O)c1ccccc1 (stereo not drawn),-15.7%,0.6%,-2.4%,2.7%,-3.4%,1.2%,9.9%,11.2%,-0.7%,2.2%
O=S(=O)(Nc1ccc(S(=O)(=O)Nc2cccc3ccccc23)cc1)c1ccccc1,-19.1%,.,-0.5%,-4.3%,11.6%,-0.2%,24.2%,-0.5%,6.5%,-5.2%
Nc1cc(=O)nc(SCC(=O)N(C2CCCCC2)C2CCCCC2)n1-c1ccccc1,5.5%,.,-1.5%,1.1%,-11.0%,-3.0%,-6.9%,-0.5%,-1.8%,-11.4%
COc1cc(C(=O)NCCC(=O)NC(C)CCc2ccccc2)cc(OC)c1OC (stereo not drawn),-25.0%,-11.6%,-3.8%,1.8%,-3.1%,0.0%,-9.7%,-1.1%,-0.5%,1.6%
Clc1ccc2c(NCc3cccs3)ncnc2c1,-26.2%,-20.1%,-34.5%[inhibitor],-9.4%,-9.2%,-7.0%,33.7%,-8.8%,-1.5%,?

Structure,BRCA1 expr act,uPA surface inh,NPC1 promoter act,p53 reactivation,MBNL1-CUG inh,ELG1 genotox,RORg inh,Rab9 prom act,FLuc modulator,Gal4-VP16 FLuc
CC(C)S(=O)(=O)c1nsc2nc(=O)c(/C=C3\C=Nc4ccccc43)c(N)n12,21.4%,-1.0%,-1.2%,-0.1%,?,0.0%,15.5%,-2.2%,?,3.0%
COc1ccc2[nH]c(C(=O)O)c(CCN3C(=O)c4cccc([N+](=O)[O-])c4C3=O)c2c1,6.6%,5.9%,-2.6%,1.3%,.,0.4%,-18.3%,1.9%,-10.1%,6.6%
CSC(=NCc1ccc(F)cc1)NS(=O)(=O)c1cccs1,-14.7%,-2.5%,-0.9%,-5.6%,0.9%,0.1%,14.0%,-2.6%,-4.2%,-0.8%
CCOc1cc(C)c(Cl)cc1S(=O)(=O)NCCOC,-4.0%,5.2%,-10.0%,-0.3%,-10.1%[11.5 µM],2.7%,-4.3%,-3.6%,-2.2%,-0.7%
COc1ccccc1N1CC=C(c2cccc([N+](=O)[O-])c2)NC1=O,-13.3%,0.9%,-2.9%,5.8%,?,-2.8%,24.5%,-2.9%,-27.5%,7.3%
COCCNC(=O)Cc1c(C)c2cc3c(cc2oc1=O)OC(C)(C)CC3,7.7%,-4.0%,-4.0%,2.5%,13.0%,6.3%,?,11.8%,?,-0.6%
CCC(=O)N1CCc2cc(S(=O)(=O)NC(C(=O)NC(C)c3ccccc3)C(C)C)ccc21 (stereo not drawn),-13.6%,-2.1%,-2.1%,-3.0%,-3.2%,0.8%,11.7%,1.9%,2.0%,-2.4%
Cc1cc(NC(=O)CCC(=O)N(Cc2cccs2)C(C(=O)NC2CCCC2)c2ccccc2)no1 (stereo not drawn),-23.3%,2.0%,-7.0%,5.6%,?,-2.4%,-38.2%,-5.9%,-0.2%,5.5%
CC(=O)c1ccc(NC(=S)NNC(=O)c2ccncc2)cc1,34.2%,0.8%,-2.9%,31.3%,-4.3%,8.8%,-55.6%,12.5%,19µM*,?
COc1ccc(N2CCN(C(=O)CCN3C(=S)NC(C)(C)CC3C)CC2)cc1 (stereo not drawn),-22.1%,-7.5%,0.6%,-7.4%,1.5%,-1.1%,11.2µM*,2.3%,0.5%,-5.5%
O=C(/C=C/c1c(F)cccc1Cl)Nc1ncccn1,35.3%,-1.3%,2.82µM*,?,?,?,-20.8%,2.51µM*,15.1µM*,-2.2%
Cc1cc(C)nc(NC(=O)c2c(-c3c(Cl)cccc3Cl)noc2C)n1,-9.0%,14.1%,-6.7%,5.9%,-4.1%,-3.5%,-26.1%,2.9%,-1.1%,-1.5%

Structure,BRCA1 expr act,uPA surface inh,NPC1 promoter act,p53 reactivation,MBNL1-CUG inh,ELG1 genotox,RORg inh,Rab9 prom act,FLuc modulator,Gal4-VP16 FLuc
COC(=O)c1sc(NC(=O)c2cccc([N+](=O)[O-])c2)c(C(N)=O)c1C,-47.5%,4.5%,3.5%,-1.3%,?,-0.9%,-6.1%,-1.7%,1.3%,?
CCCc1nc2oc3c(=O)[nH]cnc3c2c2c1COC(C)(C)C2,0.0%,-8.1%,-5.9%,-0.8%,-2.5%,-1.1%,-6.9%,-1.1%,-0.5%,8.3%
O=C(CCCCC(=O)Nc1c(I)cc(I)c(C(=O)O)c1I)Nc1c(I)cc(I)c(C(=O)O)c1I,15.6%,-7.5%,.,.,.,.,-0.9%[16.9 µM],.,.,-7.2%[17 µM]
COc1ccc(-c2oc3ncnc(N)c3c2-c2ccccc2)cc1,-32.2%,-1.1%,-6.0%,0.7%,-1.0%,12.0%,-12.6%,0.7%,-0.5%,-14.1%
COc1ccc(-c2cc(=O)n(-c3nc4ccccc4[nH]3)[nH]2)cc1,-70.0%,.,20.8%,25.1%,0.9%,?,7.6%,?,10.7µM*,4.7%
CCOC(=O)c1ccc(N2C(=O)CC(N3CCOCC3)C2=O)cc1 (stereo not drawn),-1.5%,-0.8%,-1.9%,3.9%,-12.5%,1.4%,3.1%,-0.9%,0.5%,-6.6%
ClC(Cl)(c1nnnn1-c1ccccc1)c1nnnn1-c1ccccc1,-61.0%,-10.4%,-4.0%,-16.9%,.,-0.5%,10µM*,-4.6%,?,5.01µM*
